Compound activity from PubChem.
NR1D1 modulator: Rev-erb alpha (human) modulation; Rev-erbα–FITC-DNA binding, fluorescence polarization, 90 min; activity, % at 10 µM; actives 0.79% (n = 370,000); AID 1259318;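 active means activity above about 14%, limit read from the data; passing the limit was not always enough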;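 further: 0% = DMSO wells with 35 nM protein and 100% = DMSO wells with 750 nM protein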
Target sequence (P20393 whole entry, looked up): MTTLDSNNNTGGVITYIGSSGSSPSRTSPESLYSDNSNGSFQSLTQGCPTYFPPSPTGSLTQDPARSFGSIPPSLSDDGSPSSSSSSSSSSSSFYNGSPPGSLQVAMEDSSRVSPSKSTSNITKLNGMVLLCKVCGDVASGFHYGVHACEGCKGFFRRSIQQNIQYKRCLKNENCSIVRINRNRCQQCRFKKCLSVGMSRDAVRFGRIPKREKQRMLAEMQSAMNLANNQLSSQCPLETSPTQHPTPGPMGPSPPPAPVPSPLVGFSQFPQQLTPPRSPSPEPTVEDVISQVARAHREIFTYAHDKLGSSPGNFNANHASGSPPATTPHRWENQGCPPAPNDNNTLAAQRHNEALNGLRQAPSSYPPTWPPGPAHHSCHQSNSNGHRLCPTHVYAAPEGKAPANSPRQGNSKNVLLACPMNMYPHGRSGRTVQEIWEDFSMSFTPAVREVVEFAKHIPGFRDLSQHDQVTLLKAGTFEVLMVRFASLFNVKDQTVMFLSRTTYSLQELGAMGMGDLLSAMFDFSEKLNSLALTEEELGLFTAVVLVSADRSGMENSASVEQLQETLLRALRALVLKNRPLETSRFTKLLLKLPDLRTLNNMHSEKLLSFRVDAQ
ADAM17 inh: inhibits human ADAM17; inhibition, % at 6.95 µM; recombinant ADAM17, EDANS/DABCYL FRET peptide cleavage; P78536; actives 0.83% (n = 370,000);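 active means inhibition above the mean of compounds lying between control limits plus 3 SD, set per campaign, cut at about 8.5% in these data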;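 further: 0% = DMSO-only wells as the low control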
MBD2 DNA inh: blocks human MBD2 binding to methylated DNA | Q9UBB5 | TR-FRET, MBD2 binding to methylated oligonucleotide | inhibition, % at 4.4 µM | actives 0.31% (n = 370,000); in the data active means inhibition above about 13%
DAX1 inh-1: NR0B1 (DAX1) inhibition; P51843; HEK293 Gal4-DAX1 luciferase reporter, luminescence; inhibition, % at 6.75 µM; actives 0.99% (n = 340,000); AID 504766;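 active means inhibition above the mean over all tested compounds plus 3 SD, cut at about 4.2% in these data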;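 further: 0% = DAX1-transfected cells with DMSO and 100% = empty-vector control cells with DMSO; inhibition shows as a rise in luminescence from relieved DAX1 repression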
Target sequence (P51843 207-470 limits assumed): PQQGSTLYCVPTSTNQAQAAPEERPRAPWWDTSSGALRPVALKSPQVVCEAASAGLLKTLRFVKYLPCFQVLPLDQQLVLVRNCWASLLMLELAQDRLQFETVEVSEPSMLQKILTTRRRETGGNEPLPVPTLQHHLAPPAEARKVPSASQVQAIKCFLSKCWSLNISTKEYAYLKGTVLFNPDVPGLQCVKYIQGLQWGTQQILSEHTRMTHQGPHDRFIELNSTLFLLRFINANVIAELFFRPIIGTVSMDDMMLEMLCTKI
PLCg1 inh: PLC-gamma1 (human) inhibition, primary screen; inhibition, % at 12.2 µM; actives 0.84% (n = 370,000); purified PLC-gamma1, fluorogenic substrate, fluorescence; in the data active means inhibition above about 9.5%
hgDAF-12 ag: hgDAF-12 agonism, primary luciferase screen; HEK293 GAL4-hgDAF12 UAS-luciferase reporter, agonist luminescence; normalized to butyrate control; activation, % at 6.8 µM; actives 1.8% (n = 370,000);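 active means activation above a cutoff set at the mean of all screened compounds plus 3 SD, cut at about 10% in these data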;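 further: 0% = DMSO wells and 100% = sodium butyrate wells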
PLC-beta3 inh: blocks human PLC-beta3 enzyme activity. inhibition, % at 12.2 µM. Purified PLC-beta3, fluorogenic substrate, fluorescence. actives 0.18% (n = 370,000). Q01970. AID 720704; in the data active means inhibition above about 11%;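 further: 0% = median of compound wells on plate and 100% = full blocker control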
DAX1 inh-2: inhibitors of DAX1 repression of SF-1 activated StAR promoter. HEK293T StAR-luciferase reporter, SF-1/DAX-1 repression relief. inhibition, % at 6.8 µM. actives 1.1% (n = 370,000). AID 652010;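 active means inhibition above the mean over all tested compounds plus 3 SD, cut at about 3.6% in these data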;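 further: 0% = DAX-1 cells with DMSO and 100% = cells lacking DAX-1 with DMSO; higher inhibition means more luminescence from relief of DAX-1 repression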
hcDAF12 agonist: H. contortus DAF-12 activation, primary screen; HEK293 hcDAF-12 lit1-tk-luc reporter, luminescence; 0% DMSO, 100% Δ7-dafachronic acid; activation, % at 6.8 µM; actives 1.4% (n = 370,000); AID 652067;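 active means activation above the mean of all tested compounds plus 3 SD, cut at about 5.5% in these data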;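 further: 100% = response to 3 µM Δ7-dafachronic acid high control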
SMARCA2 act: SMARCA2 function activation, primary screen; MG213 cells, MMTV-luciferase reporter, dexamethasone, overnight; activation, % at 9.1 µM; actives 1% (n = 370,000); AID 652017; in the data active means activation above about 7.8%;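 further: 0% = vehicle wells and 100% = reference activator wells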
ssDAF12 agonist: activates DAF-12 receptor from parasite S. stercoralis. HEK293 ssDAF-12/GRIP1 lit1-tk-luc reporter, luminescence; % of 3 µM dafachronic acid response. activation, % at 6.8 µM. actives 1% (n = 370,000);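 active means activation above the mean over all tested compounds plus 3 SD, cut at about 0.9% in these data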;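 further: 0% = DMSO-only wells and 100% = 3 µM delta7-dafachronic acid wells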
Numbers without * were called inactive; i = inactive; . = not tested or not shown.

SMILES	NR1D1 modulator	ADAM17 inh	MBD2 DNA inh	DAX1 inh-1	PLCg1 inh	hgDAF-12 ag	PLC-beta3 inh	DAX1 inh-2	hcDAF12 agonist	SMARCA2 act	ssDAF12 agonist
COc1ccc(S(=O)(=O)Nc2cccc(S(=O)(=O)NC3=NCCC3)c2)cc1[N+](=O)[O-]	-2	-3	4	-0.6	0	-0.8	6	0.8	-0.5	-1	-0.8
NS(=O)(=O)c1ccc(CNC(=O)c2cc(-c3cccs3)nc3ccccc23)cc1	7	-399	-1	-3.0	-472	-4.6	i	-1.3	-1.6	4	-2.2
Brc1ccccc1-n1nnc(-c2cnc3ccccc3c2)n1	-5	-3	1	1.1	0	13*	-4	5.2*	17*	6	3.5*
Cc1ccc(NC(=O)C(=O)NCCN2CCN(C(=S)Nc3ccccc3)CC2)cc1	2	-3	-3	-0.9	0	-0.8	5	-0.6	1.3	1	-1.2
CC1(c2cccc(Br)c2)NC(=O)N(CC(=O)Nc2ccc(N3CCCCC3)cc2)C1=O (stereo not given)	-5	1	-6	-0.5	-1	3.1	-1	-1.9	-1.0	0	-1.4
COC(=O)c1ccc(CSc2nc(C(F)(F)F)c3c(c2C#N)CCC3)o1	16	-8	-3	-0.5	-7	0.6	-8	0.2	-1.7	1	-1.1
Cc1ccc2c(c1)N(CC(=O)NC1CCCC(C)C1C)C(=O)c1cccnc1O2 (stereo not given)	-1	2	2	-2.1	3	-4.9	6	0.3	-4.2	3	-2.1
O=C(CNC(=O)c1ccco1)Nc1ccncc1	-3	3	0	-1.0	0	-0.9	-5	-1.0	-1.1	1	-1.2
CN(CCCNC(=O)c1cn(C)c2ccc(S(=O)(=O)N(C)C)cc2c1=O)c1ccccc1	-6	0	7	5.3*	7	1.4	-2	-2.2	-0.8	1	-0.5
Cc1cccc(C2=NN(c3ccccc3)[C@@H](C(=O)N3CCOC3=O)[C@@H]2c2ccc(Cl)cc2)c1	-2	-80	-3	0.0	i	-0.2	i	-0.8	1.9	-3	-0.2
COc1ccc(CCNC(=O)C2(C)CCC(=O)N2Cc2ccc(F)cc2Cl)cc1OC (stereo not given)	4	-7	10	0.3	4	-2.0	-6	0.1	-2.9	-2	-1.6
Cn1c2ccccc2c2cnn(CC(=O)N3CCCCC3)c(=O)c21	-2	-10	-5	2.4	0	3.6	-6	0.6	-1.7	-2	-0.8
Cc1cc(C)c(S(=O)(=O)CCC(C)C)c(=O)[nH]1	-6	-7	6	0.6	-2	-1.7	-1	0.0	-1.9	0	-1.1
COC(=O)[C@]12C[C@H](CC(=O)N3CCN(C(=O)c4ccco4)CC3)C(=O)N(Cc3ccc4c(c3)OCO4)C1=C[C@H](C(C)(C)C)O[C@@H]2C	-1	-4	1	.	3	-3.7	2	-0.1	-0.4	-1	-1.3
COC(=O)/C=C1/N/C(=N\c2nc(C)cc(C)n2)N(c2ccc(Cl)cc2)C1=O	-7	2	-1	-0.4	1	-0.9	0	0.1	0.2	1	-1.4
Cn1cnc(S(=O)(=O)NC2CCN(Cc3ccccc3)CC2)c1	-1	-1	-8	0.0	-1	1.9	-5	0.6	-0.2	-2	-0.8
Cc1ccccc1NC(=O)Cc1nnc(SCc2ccc(Cl)c(Cl)c2)n1C	4	-1	-7	-0.5	2	-0.6	1	-0.1	-0.7	-3	-0.8
CC(C)CCNC(=O)C1CCCN(C(=O)c2ccc3c(c2)NC(=O)CS3)C1 (stereo not given)	6	-1	-6	.	4	-4.5	-1	-1.2	-0.8	2	-1.1
CC(=O)c1cccc(NC(=O)C2CCCC2)c1	1	9.5*	-1	0.2	9	-0.1	4	0.3	-0.8	-1	-0.9
O=C(CN1CCN(Cc2ccc(Cl)cc2)CC1)N/N=C/c1cccs1	6	-2	-1	1.2	-1	-0.1	-3	-0.5	1.2	4	-1.1
O=C(Nc1ccc2c(c1)OCO2)C(c1ccc(Cl)cc1)N1CCN(C(=O)c2ccco2)CC1 (stereo not given)	0	-3	0	-0.3	-1	-1.4	1	-0.5	-2.5	-1	-1.3
COc1ccc(C2C(C(=O)N3CCN(c4ccccn4)CC3)CCC(=O)N2c2cc(OC)c(OC)c(OC)c2)cc1 (stereo not given)	-3	-2	4	0.7	2	-4.1	-5	0.2	-0.2	8.0*	-1.7
C=CCNCCCOc1ccc(C(C)(C)c2ccccc2)cc1	2	1	2	-0.5	8	4.1	8	1.2	-0.6	-3	-0.5
O=C(OCC(=O)N1CCCC1=O)c1cccc([N+](=O)[O-])c1	-5	1	-5	0.9	4	-0.7	1	0.3	-1.3	6	-0.2
COc1ccc(COc2cccnc2N)cc1	1	0	0	1.8	-1	3.3	-5	0.8	1.6	1	-1.0
CC(C)(C)c1cc2cccnc2n1Cc1ccccc1	1	-7	-3	0.0	-21	-2.1	-24	0.2	-2.1	2	-0.9
COc1ccc(NC(=O)[C@@H](NC(=O)N2C[C@H]3C[C@@H](C2)c2cccc(=O)n2C3)C(C)C)cc1OC	2	-3	7	-0.1	4	-4.2	4	0.3	-0.6	0	-0.7
Cc1ccc(Nc2cc(C)c3ccc(O)cc3n2)cc1C	-4	-45	9	1.9	-297	1.7	-401	-0.3	-0.3	-3	-2.2
Cc1ccc(N(CC(=O)NCc2ccncc2)S(C)(=O)=O)cc1Cl	-3	-3	0	1.2	1	0.1	-1	-0.1	-2.0	2	-0.7
CCC(=O)N1c2ccc(S(=O)(=O)N3CCN(c4ccccc4Cl)CC3)cc2CC1C (stereo not given)	2	7	-4	-0.3	6	-1.1	-8	-0.3	-0.6	-4	-1.1
CSc1ccc(C(=O)C2CCCN(C(=O)CCn3cncn3)C2)cc1 (stereo not given)	0	-3	0	-0.1	0	-0.2	-4	0.3	-2.4	0	-0.5
Cc1ccc(/C=C2\SC(=S)N(CC3CCCO3)C2=O)o1 (stereo not given)	-6	1	-2	0.7	-10	-2.5	-19	-0.2	-1.5	2	-1.1
CC1CCN(c2nc(CN3CCCCC3)nc3scc(-c4ccccc4)c23)CC1	-2	5	-3	0.7	6	0.4	1	-0.3	0.6	-3	-1.2
CCNC(=O)COC(=O)c1ccc(-n2nc(C)cc2C)cc1	-1	4	-5	-0.1	2	-2.2	-1	-0.3	-0.5	2	-2.1
OCCNC(=S)NCCc1ccccc1	4	0	1	1.2	1	-0.7	-2	0.2	-1.0	-3	-1.6
O=C(CN1CCOCC1)NN1CC(=O)N(c2ccc(Cl)cc2)CC1=O	1	-2	-2	5.6*	-1	-0.5	-5	0.1	0.3	2	-1.3
COc1ccc(CCNC(=O)CSCc2ccc([N+](=O)[O-])cc2)cc1	0	-1	8	-0.3	-2	-0.6	-4	-1.1	0.9	-3	-1.3
CCCN1C(=O)c2[nH]nc(-c3ccccc3)c2C1c1ccc(F)cc1 (stereo not given)	2	-3	2	.	3	-1.4	2	-0.1	-1.7	-5	-0.8
Cc1ccc(Cn2nnc3c2-c2ccccc2S(=O)(=O)N(C(C)(C)C)C3)cc1	7	-1	-3	.	-1	0.4	1	-1.0	-2.0	0	-1.6
CNC(=O)c1csc(-c2ccc(Cl)cc2)n1	-1	1	-4	0.0	3	5.2	1	0.3	-0.9	6	-1.2
COc1ccc(Nc2nc3ccccc3c(=O)[nH]2)cc1	-1	-47	5	-0.3	-10	0.7	-22	0.5	-0.1	-4	-1.2
Cc1ccccc1NS(=O)(=O)c1cc(C(=O)Nc2ccccc2-c2ccccc2)ccc1Cl	4	8	2	-0.1	-9	-4.5	-9	-0.7	0.0	-4	-0.9
CC(C)(C)NC(=O)COC(=O)C1c2ccccc2Oc2ccccc21	4	1	-5	0.5	1	-1.4	-3	0.0	0.7	0	-0.5
CCOC(=O)c1cnn(-c2c(Cc3ccccc3)c(C)nc3c(-c4ccccc4)c(C)nn23)c1N	0	10*	-8	2.5	5	-0.8	-3	-0.1	-0.1	-4	-0.8
CCOC(=O)C1CCN(S(=O)(=O)c2cccc(-c3cn4cccc(C)c4n3)c2)CC1	-1	-9	-2	-0.7	-30	-1.0	-37	-0.7	-3.2	-5	-1.2
CCOC(=O)c1cnc(-c2ccccc2)nc1Oc1ccc(Cl)c(Cl)c1	4	-4	-4	0.4	3	-0.8	2	-0.3	-0.9	1	-1.2
CC(=O)Nc1ccc2nc(NC(=O)c3ccco3)sc2c1	-1	-2	-4	1.7	-53	10	-63	2.5	6.7*	7	-0.3
CCN(CC)S(=O)(=O)c1ccc2oc(SCC(=O)NCc3ccccc3)nc2c1	1	1	2	0.6	1	-1.8	2	-0.6	-1.6	-2	-1.7
CC(=O)Nc1cc2c(cc1Cl)-c1ccccc1C2O (stereo not given)	-1	3	-4	1.6	2	2.9	2	-0.6	5.9*	0	-0.1
O=C(O)c1ccc(Nc2ccc3nonc3c2[N+](=O)[O-])cc1	4	-3	-8	3.6	-1	-3.0	-5	-0.2	-1.5	-4	-1.9
Cc1nc(N2CCCCC2C)c2nnn(Cc3ccccc3)c2n1 (stereo not given)	-2	3	-6	.	0	-2.4	3	-0.1	-1.4	1	-1.4
CN1/C(=C\C(=O)c2cccc([N+](=O)[O-])c2)Sc2ccccc21	-29	-2	-5	0.5	0	13*	-2	1.0	7.7*	6	-0.1
CCOC(=O)c1c(C)[nH]c(C(=O)OCC(=O)N(CC(C)C)C2CCS(=O)(=O)C2)c1C (stereo not given)	2	-5	0	-0.5	-1	0.4	-1	-0.8	-0.2	-1	-0.9
C=CCN1C(=O)[C@@H](CC(=O)N2CCC(c3ccccc3)CC2)[C@]2(C(=O)OCC)CCCCC/C=C/12	-6	2	1	.	1	-3.0	2	-0.4	-2.4	-3	-1.2
O=C(CNC(=O)c1ccccc1)NCCCSc1ccccc1	1	-3	-2	2.2	-1	1.6	4	-0.6	0.0	-2	-0.9
Nc1c(C(=O)NCCN2CCOCC2)c2nc3ccccc3nc2n1CCc1ccccc1F	0	-462	-5	-1.6	i	-3.3	i	-0.8	-2.6	-2	-1.2
Cc1cc2cc(OCC(=O)O)ccc2n1C	-1	-3	-6	-0.9	-6	-0.7	-5	-0.1	-1.3	1	-1.1
Cc1ccc(C(=O)OCC(=O)N(C)c2c(N)n(Cc3ccccc3)c(=O)[nH]c2=O)s1	2	-2	1	0.6	-2	0.0	-2	2.4	-1.4	-3	-1.0
COc1ccc(NCC(=O)N2CCCC2)cc1Cl	-3	1	-3	0.1	-2	-0.6	-1	-0.4	-0.5	1	-1.2

Structures listed so far marked active in DAX1 inh-1.
| structure | NR1D1 modulator | ADAM17 inh | MBD2 DNA inh | DAX1 inh-1 | PLCg1 inh | PLC-beta3 inh | DAX1 inh-2 | hcDAF12 agonist | SMARCA2 act | ssDAF12 agonist |
| --- | --- | --- | --- | --- | --- | --- | --- | --- | --- | --- |
| CN(CCCNC(=O)c1cn(C)c2ccc(S(=O)(=O)N(C)C)cc2c1=O)c1ccccc1 | -6 | 0 | 7 | 5.3* | 7 | -2 | -2.2 | -0.8 | 1 | -0.5 |
| O=C(CN1CCOCC1)NN1CC(=O)N(c2ccc(Cl)cc2)CC1=O | 1 | -2 | -2 | 5.6* | -1 | -5 | 0.1 | 0.3 | 2 | -1.3 |
